Screening results: PubChem, Sanford-Burnham Center for Chemical Genomics
CYP2C9 activ – activators of human CYP2C9; recombinant CYP2C9, luciferin-H conversion, luminescence; active compounds read high; factor 1 = untreated enzyme, 0 = blocked; activation factor at 5 µM; 96,000 tested, 1.4% active;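 active = activation factor of 2 or more for CYP2C9 at a 5 µM dose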;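 note: 0 = sulfaphenazole-blocked wells and 1 = vehicle-only wells; values of inactives mirror those of a sister screen read the other way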
CD11b adhes inh – CD11b/CD18-fibrinogen binding inhibition. inhibition, % at 10 µM. P05107+P11215. 93,000 tested, 0.54% active. K562 CD11b/CD18 adhesion to fibrinogen, ATPlite luminescence; Mn2+ added to activate the integrin;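 active = primary inhibition of 50% or more at 10 µM, then 40% or more on retest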; note: some results filed as inactive read as strong as hits
Target sequence (P05107 whole entry, looked up, other chains not shown): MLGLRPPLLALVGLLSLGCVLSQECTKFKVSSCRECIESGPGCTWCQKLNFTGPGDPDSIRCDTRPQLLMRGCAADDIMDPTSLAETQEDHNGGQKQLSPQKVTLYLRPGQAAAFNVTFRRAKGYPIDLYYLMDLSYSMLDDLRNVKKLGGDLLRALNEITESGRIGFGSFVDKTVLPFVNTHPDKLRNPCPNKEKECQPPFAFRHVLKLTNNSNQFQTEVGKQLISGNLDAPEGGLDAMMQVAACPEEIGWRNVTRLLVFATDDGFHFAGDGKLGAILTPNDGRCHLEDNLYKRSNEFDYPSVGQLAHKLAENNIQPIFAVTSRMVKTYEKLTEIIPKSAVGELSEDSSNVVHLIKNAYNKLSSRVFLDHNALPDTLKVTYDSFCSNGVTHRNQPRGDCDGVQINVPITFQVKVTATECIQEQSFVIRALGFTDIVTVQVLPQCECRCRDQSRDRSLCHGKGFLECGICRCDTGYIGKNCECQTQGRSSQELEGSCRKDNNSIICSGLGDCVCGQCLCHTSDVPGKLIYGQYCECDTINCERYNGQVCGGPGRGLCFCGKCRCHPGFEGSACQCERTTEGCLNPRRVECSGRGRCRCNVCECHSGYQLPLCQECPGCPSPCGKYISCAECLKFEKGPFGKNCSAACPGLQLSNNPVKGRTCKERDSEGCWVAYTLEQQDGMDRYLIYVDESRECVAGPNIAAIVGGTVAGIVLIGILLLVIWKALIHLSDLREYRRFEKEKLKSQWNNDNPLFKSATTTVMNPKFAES
MT1-MMP txn act – MT1-MMP promoter transcription activation; 86,000 tested, 0.16% active; HT1080 MT1-MMP promoter luciferase reporter, luminescence, overnight; active compounds read high; activation factor at 10 µM; AID 750;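 active = activation factor of at least 2 for MT1-MMP transcription at 10 µM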
PLAP activator – activators of human placental alkaline phosphatase | 96,000 tested, 1.2% active | AID 696 | purified PLAP enzyme, luminescent substrate read-out; active compounds read high | P05187 | activation fold at 20 µM; in the data active = activation fold above about 2
CYP2C9 inh – human CYP2C9 inhibition | 96,000 tested, 20% active | P11712 | CYP2C9 Supersomes, luciferin-H conversion, luminescence | inhibition, % at 5 µM;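 active = blocking of liver enzyme CYP2C9 beyond about 50% at 5 µM, limit read from the data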; note: values of inactives mirror those of a sister screen read the other way
CD11b adhes enh – enhancers of human CD11b/CD18 binding to fibrinogen; activation, % at 10 µM; P05107+P11215; K562 CD11b/CD18 adhesion to fibrinogen, ATPlite luminescence; 93,000 tested, 0.07% active;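 active = 10 µM primary screen giving 50% or more activity, confirmed by 40% or more on retest at that dose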; note: strong numbers were not always called active; reference of the scale not given here
CYP2C19 inh – inhibitors of human CYP2C19; 96,000 tested, 21% active; inhibition, % at 5 µM; CYP2C19 Supersomes, luciferin-H EGE luminescence, 30 min; AID 778; P33261;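 active = CYP2C19 inhibition above a set limit at 5 µM in the primary screen, cut at about 50% in these data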;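 note: plate controls were negative control wells for no effect and 2.5 mM tranylcypromine positive control for full effect; values of inactives mirror those of a sister screen read the other way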
PTK2B oligo ant – antagonists of human Pyk2 oligomerization; AID 1347419; Q14289; z-score (the deposit names both 25 µM and 10 µM); Q293 cells, Pyk2 FERM NanoBiT luminescence; active compounds read low; 99,000 tested, 0.83% active;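 active = Z-score of -3 or lower, scaled per plate to the spread of control and sample wells; inactive = z-score above -3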;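 note: negative z-score means lost luminescence so less FERM oligomerization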
CYP2C19 act – activators of human cytochrome P450 2C19. P33261. recombinant CYP2C19, luciferin-H EGE luminescence; active compounds read high; 0 = fully inhibited enzyme, 1 = untreated enzyme. activation factor at 5 µM. 96,000 tested, under 10 active. AID 1025;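 active = activation factor of at least 2 at 5 µM in the primary screen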;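 note: 0 = wells with 2.5 mM tranylcypromine and 1 = vehicle-only wells; values of inactives mirror those of a sister screen read the other way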
* = called active by the depositor; . = not tested or not shown.

CYP2C9 activ,CD11b adhes inh,MT1-MMP txn act,PLAP activator,CYP2C9 inh,CD11b adhes enh,CYP2C19 inh,SMILES,PTK2B oligo ant,CYP2C19 act
0.4,6,1.1,1.6,55*,49,57*,COC(=O)c1ccc(-c2sc3nc(N4CCOCC4)c4c(c3c2N)CCCC4)o1,.,0.4
1.1,104*,.,0.9,-14,-10,-14,Cc1ccc(-c2nc(-c3ccccc3)no2)c(Cl)c1,.,1.1
0.5,6,1,1.9,46,-2,60*,Cc1nnc(SCc2nnc(-c3ccc(Cl)cc3)o2)n1-c1ccccc1,-0.16,0.4
0.4,-9,1.2,1.5,63*,7,29,CCOC(=O)N1CCN(C(=O)CN(C2CCCCC2)S(=O)(=O)c2c(C)cc(C)cc2C)CC1,0.43,0.7
0.5,-20,.,1.4,51*,58,-1,CCN(CC)C(=O)c1sc(NC(=O)c2cc(-c3ccc(C)s3)nc3ccccc23)c(C(=O)OC)c1C,0.3,1
0.6,.,1,1,40,.,53*,COC(=O)C1=C(C)OC(N)=C(C#N)C1c1cc(OC)ccc1OC (centres undefined),-0.03,0.5
0.3,-1,.,1.1,71*,3,79*,CC(=O)Nc1ccc(C(=O)OCC(=O)N(Cc2ccccc2)C(C)(C)C)cc1,-1,0.2
0.9,-4,1.2,1,6,-6,2,COc1ccccc1N(CN1CCCC1=O)C(=O)c1ccccc1F,1.7,1
1.1,2,1.2,1.1,-11,-5,-8,CC(=O)N1c2ccccc2NC2=C(C(=O)CCC2)C1c1cccnc1 (centres undefined),3.1,1.1
1,-1,1.2,0.8,3,-1,-2,CC(=O)Nc1ccc(Cl)cc1C(=O)O,1.1,1
0.9,-10,1.1,1.5,10,2,-3,CCN(CC)S(=O)(=O)c1ccc2[nH]cc(C(=O)NCCCN3CCCCC3C)c(=O)c2c1 (centres undefined),-0.07,1
1,-51,1.2,1,-1,-1,10,O=C1C2ON(c3ccc(Br)cc3)C(c3cccnc3)C2C(=O)N1C1CCCCC1 (centres undefined),0.11,0.9
0.6,59,.,0.8,44,-5,18,CCOC(=O)C(C)On1c(-c2ccc(Cl)cc2)nc2ccc([N+](=O)[O-])cc21 (centres undefined),-2.8,0.8
1.1,.,1.2,1,-9,-3,-13,O=C(Nc1ccccc1C(=O)N1CCOCC1)C1CCC(=O)N1C1CCCC1 (centres undefined),0.7,1.1
0.7,7,.,1,32,2,11,Cc1oc(-c2ccccc2F)nc1CS(=O)(=O)CC(=O)NCc1ccco1,.,0.9
1.1,9,1.4,1.1,-13,-4,-15,Nc1ccccc1NC(=O)c1ccccc1N,-0.36,1.2
0.7,4,1.1,1.1,30,-2,0,COc1ccc(C2C(C(=O)Nc3ccccc3)=C(C)Nc3nc(CCCO)nn32)cc1 (centres undefined),0.42,1
1,-4,1.1,1.1,-5,-1,2,CCS(=O)(=O)N1CCC(C(=O)NCCN2CCN(Cc3ccccc3)CC2)CC1,-0.4,1
1.3,41,1.2,1.6,-32,-5,71*,Cc1ccc(C(=O)N2CCN(c3cccc(Cl)c3)CC2)cc1C,0.47,0.3
0.4,9,0.9,1.6,56*,-1,-2,Cc1ccc(NC(=O)CSc2nc3ccccc3c3nc(CCc4c(C)n[nH]c4C)nn23)cc1F,0.57,1

CYP2C19 inh: what is marked active above.
CYP2C9 activ,CD11b adhes inh,MT1-MMP txn act,PLAP activator,CYP2C9 inh,CD11b adhes enh,CYP2C19 inh,SMILES,PTK2B oligo ant,CYP2C19 act
0.4,6,1.1,1.6,55*,49,57*,COC(=O)c1ccc(-c2sc3nc(N4CCOCC4)c4c(c3c2N)CCCC4)o1,.,0.4
0.5,6,1,1.9,46,-2,60*,Cc1nnc(SCc2nnc(-c3ccc(Cl)cc3)o2)n1-c1ccccc1,-0.16,0.4
0.6,.,1,1,40,.,53*,COC(=O)C1=C(C)OC(N)=C(C#N)C1c1cc(OC)ccc1OC (centres undefined),-0.03,0.5
0.3,-1,.,1.1,71*,3,79*,CC(=O)Nc1ccc(C(=O)OCC(=O)N(Cc2ccccc2)C(C)(C)C)cc1,-1,0.2
1.3,41,1.2,1.6,-32,-5,71*,Cc1ccc(C(=O)N2CCN(c3cccc(Cl)c3)CC2)cc1C,0.47,0.3

(next part)
CYP2C9 activ,CD11b adhes inh,MT1-MMP txn act,PLAP activator,CYP2C9 inh,CD11b adhes enh,CYP2C19 inh,SMILES,PTK2B oligo ant,CYP2C19 act
0.3,4,1.1,1.1,69*,1,24,Cc1ccc(S(=O)(=O)Cn2nnnc2C(C(C)C)N2CCSCC2)cc1 (centres undefined),0.08,0.8
2*,-6,1,0.9,-100,-3,-7,COc1ccc(Cl)cc1C(=O)Nc1nnn(C)n1,-0.63,1.1
1,0,1.1,1,-2,-5,-3,CNc1nc(OCC(F)(F)F)nc(N2CCOCC2)n1,0.39,1
1,-7,1.3,0.9,-1,-2,5,Cn1c(CCNC(=O)OC(C)(C)C)n[nH]c1=S,0.36,0.9
1.1,2,1.1,1.2,-12,-4,-14,Cc1cccc(C)c1NC(=O)C1(NC(=O)C2CCCN2C(=O)OC(C)(C)C)CCCCC1 (centres undefined),0.51,1.1
0.1,3,1.1,1,93*,-7,-3,CCOC(=O)N1CCC(NC(=O)c2ccc(CS(=O)(=O)c3ccc(OC)cc3)o2)CC1,.,1
1.2,.,1.2,1,-22,.,-4,CC1(C)NC(C)(C)C(O)(C(N)=O)C1=O (centres undefined),0.23,1
0.2,16,1.2,0.8,76*,1,43,O=C(COC(=O)CCc1ccc(S(=O)(=O)N2CCCCC2)cc1)Nc1ccc2c(c1)OCO2,1.4,0.6
0.7,5,1.1,1.3,32,-5,29,CS(=O)(=O)NC1c2cccc3cccc(c23)C1Sc1nncn1/N=C/c1ccco1 (centres undefined),0.19,0.7
0.7,-6,1.1,1.6,26,2,14,CN(C)c1nc(N2CCOCC2)nc(N(c2ccccc2)c2ccccc2)n1,1.5,0.9
0.9,4,1.2,1,6,-2,35,O=C(N1CCOCC1)C12CC3CC(C1)CC(C(=O)N1CCOCC1)(C3)C2,0.48,0.7
0.3,10,1.6,0.7,68*,0,78*,Cn1cccc1-c1nc2ccc(NC(=O)c3ccccc3)cc2[nH]1,-0.54,0.2
1.1,0,1.1,1.4,-11,-5,-5,c1cc2c(cc1Oc1nc(N3CCOCC3)nc(N3CCOCC3)n1)OCO2,0.07,1.1
0.4,-10,1,0.9,62*,8,22,COc1cc(-c2nc(S(=O)(=O)c3ccc(Cl)cc3)c(N3CCOCC3)o2)cc(OC)c1OC,-0.08,0.8
0.8,7,1.4,0.9,24,-5,76*,COc1cc(OC)cc(C(=O)N2CCCc3ccccc32)c1,-1,0.2
0.9,7,1.3,1,9,-2,1,COc1ccc(C(=O)N(CN2CCCC2=O)c2nccs2)cc1OC,-0.18,1
3.4*,-34,1.1,1.6,-238,-2,95*,CCCCN(CC)C(=O)Cc1cn(C)c2ccccc12,-0.88,0
0.3,-2,.,1.7,73*,4,61*,O=C(NC1CC1)C1CCN(c2ncnc3c2sc2cccc(F)c23)CC1,.,0.4
0.4,-17,.,1.2,56*,0,54*,CC(C)(C)c1csc(N(CCC#N)CCC#N)n1,0.17,0.5
0.9,-4,1,1.2,13,-2,57*,O=C(COC(=O)c1ccccn1)c1ccc(Br)cc1,1.4,0.4
0.5,-20,1.7,2.2*,52*,3,38,Cc1nc(SCC(=O)c2ccccc2)n[nH]1,1.4,0.6
0.6,.,.,1.3,35,.,13,COc1cccc(Cn2c(NCc3cccnc3)nc3c2c(=O)n(C)c(=O)n3C)c1,0.33,0.9
0.7,2,1.2,1.3,35,1,20,O=C(CSc1nn(-c2ccc(F)cc2)c(=S)s1)NC(=O)NCc1ccco1,-0.01,0.8
1.1,-10,1.1,0.8,-8,1,10,CCOC(=O)N1CCN(S(=O)(=O)N(C)C)CC1,-0.57,0.9
0.6,2,1.4,0.9,38,-2,4,CC(C)CCNc1nc(-c2ccco2)c2c(c1C#N)CCCC2,-0.04,1
1.1,.,1.1,1,-7,.,-4,Cc1nc2c(C)cccn2c1/C(O)=C1\C(=O)C(=O)N(CCN2CCOCC2)C1c1ccncc1 (centres undefined),0.09,1
1,-14,1,1,-4,-2,-7,O=C(Cn1cnc2c(cnn2-c2ccccc2)c1=O)N1CCOCC1,.,1.1
1.2,-14,1.2,1,-17,4,-9,COC(=O)c1sccc1NC(=O)C1C2C=CC(O2)C1C(=O)O (centres undefined),-0.56,1.1
0.9,.,1.3,1.4,6,.,37,O=C(NCCN1CCN(C(=O)c2cc3ccccc3oc2=O)CC1)c1cc2ccccc2oc1=O,1.2,0.6
0.9,-15,1,0.8,9,-6,29,Clc1ccc(N2CCN(c3ncnc4c3oc3ccccc34)CC2)cc1,0.34,0.7
1.1,-11,1.2,0.9,-14,-3,29,c1ccc(-n2cccc2CNC2CCCCC2)cc1,.,0.7
1,.,.,1.1,-4,.,3,Cc1c(N2C(=O)CS/C2=N\N=C\c2ccc(Cl)cc2)c(=O)n(-c2ccccc2)n1C,1.3,1
0.8,-2,1.1,1.2,19,-6,40,CCOC(=O)N1CCN(C(=O)c2c(-c3ccccc3)noc2C)CC1,.,0.6
1.1,10,1.2,1,-8,-4,-11,O=C(/C=C/N1CCOCC1)c1coc2ccccc12,1.2,1.1
